Rtt109 Vps75: blocks Candida albicans Rtt109/Vps75 acetyltransferase activity | actives 0.16% (n = 330,000) | Q5AAJ8 | inhibition, % at 34.9 µM | purified Rtt109/Vps75, ThioGlo CoA-SH fluorescence, 4 h;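 active means inhibition of at least 50% in every replicate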
Target sequence (Q5AAJ8 whole entry, looked up): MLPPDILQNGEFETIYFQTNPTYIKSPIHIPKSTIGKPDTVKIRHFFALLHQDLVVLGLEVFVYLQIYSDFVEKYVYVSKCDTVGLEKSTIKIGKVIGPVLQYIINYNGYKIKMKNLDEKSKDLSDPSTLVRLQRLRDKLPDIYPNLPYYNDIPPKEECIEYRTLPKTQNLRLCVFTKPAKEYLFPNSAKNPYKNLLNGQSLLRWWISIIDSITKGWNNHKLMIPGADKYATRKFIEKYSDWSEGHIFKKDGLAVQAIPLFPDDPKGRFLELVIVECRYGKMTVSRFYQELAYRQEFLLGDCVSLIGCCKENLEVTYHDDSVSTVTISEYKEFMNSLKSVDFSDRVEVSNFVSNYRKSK
V-ATPase pH: regulators of yeast V-ATPase proton transport. S. cerevisiae, pHLuorin cytosolic pH fluorescence. response, % at 10 µM. actives 0.37% (n = 350,000). AID 504577; in the data active means response mostly above about 7.3%, no sharp cut-off; inactive means mostly below about 5.4%; further: actives read high; inactives centre near 0; some compounds called inactive have numbers as strong as hits
CAL PDZ FP-1: blocks peptide binding to human CAL PDZ domain; AID 504414; inhibition, % at 20 µM; purified CAL PDZ, TMR-peptide fluorescence polarization, 1 h; Q9HD26; actives 0.02% (n = 330,000);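 active means highest replicate inhibition of at least 40%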;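 further: plate controls were DMSO neutral control wells for no effect and unlabeled competitor peptide control wells for full effect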
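Test system: purified CerCALP PDZ construct; Compound dosing: one concentration, 20 µM compound; Also added: TMR-labelled reporter peptide T*-PRC34 bound in PDZ groove; Read-out: inhibition from polarization loss; Controls: unlabelled peptide and DMSO controls; Signal: FP readout, S and P plane fluorescence; Incubation: 1 h at RT.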
cardiac RTF act: increases calcium sensitivity of human cardiac regulated thin filaments. P19429+P45379. AID 493008. activation, % at 7.2 µM. IANBD-labeled TnC RTF fluorescence at EC20 calcium; 0% EC20 calcium, 100% full calcium. actives 0.24% (n = 340,000);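 active means activation above the mean over all tested compounds plus 3 SD, cut at about 30% in these data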;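 further: rise in fluorescence read as greater calcium sensitivity of cardiac thin filaments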
Wnt bcat act: Wnt/beta-catenin pathway activation; Wnt/beta-catenin reporter cell assay, activator, plate reader; activation, % at 9.35 µM; actives 1.2% (n = 300,000); in the data active means activation above about 30%, passing the limit was not always enough;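 further: 0% = neutral control wells and 100% = positive control wells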
dFosB act: activators of mouse delta FosB homodimer | P13346 | purified delta FosB, TAMRA-CDK5 oligo fluorescence polarization; percent of positive-control signal above neutral wells | activation, % at 25 µM | actives 0.99% (n = 340,000);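 active means mean activation above about 17%, with every replicate also reaching it, limit read from the data, passing the limit was not always enough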;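 further: fluorescence polarization rise as delta FosB binds a TAMRA Cdk5 AP-1 oligo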
Target sequence (P13346 whole entry, looked up): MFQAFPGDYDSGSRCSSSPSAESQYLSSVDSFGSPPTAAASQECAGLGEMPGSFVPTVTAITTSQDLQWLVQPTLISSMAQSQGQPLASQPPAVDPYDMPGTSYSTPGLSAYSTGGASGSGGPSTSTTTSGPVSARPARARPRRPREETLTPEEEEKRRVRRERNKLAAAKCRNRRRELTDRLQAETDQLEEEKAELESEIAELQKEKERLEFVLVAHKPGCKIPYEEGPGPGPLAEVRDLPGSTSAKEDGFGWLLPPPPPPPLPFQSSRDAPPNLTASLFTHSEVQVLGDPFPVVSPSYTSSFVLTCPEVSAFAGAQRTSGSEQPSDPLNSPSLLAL
Tat export inh: blocks Tat-dependent protein export in E. coli; actives 0.036% (n = 340,000); E. coli MC4100 TorA-mCherry Tat export, fluorescence; inhibition, % at 10 µM;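 active means mean replicate inhibition at least 50% and at least half of replicates individually reaching 50%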;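 further: exported cargo escapes ClpAP degradation while cytoplasmic cargo is degraded and loses fluorescence; 0% = median of neutral control wells and 100% = median of NaSCN control wells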
CDK5 p35 inh: blocks human CDK5/p35 kinase activity; Q00535+Q15078; Recombinant CDK5/p35, ADP-Glo luminescence, 60 min; inhibition, % at 10 µM; actives 0.01% (n = 330,000); AID 488839;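 active means highest replicate inhibition of at least 50% and at least 75% of replicates reaching 50%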;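 further: plate controls were DMSO neutral control for no effect and GW8510 at 10 µM for full effect; many of its hits are not listed in these tables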
CAL PDZ FP-2: CAL PDZ (human) peptide binding inhibition; purified CAL PDZ, TMR-peptide fluorescence polarization, 1 h; AID 602252; actives 0.92% (n = 300,000); inhibition, % at 24.9 µM;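 active means mean inhibition of at least 30% with at least half of replicates also reaching 30%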;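 further: 0% = DMSO neutral control and 100% = excess unlabeled competitor peptide PRC23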
MITF TRPM1 HTS: increases MITF-driven TRPM1 promoter luciferase signal; actives 0.75% (n = 300,000); AID 588334; SK-MEL-5 TRPM1-promoter luciferase, 24 h; % of positive control, neutral wells = 0; activation, % at 12.5 µM;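 active means mean activation of at least 80% with every replicate also reaching 80%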;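 further: 0% = neutral control wells and 100% = parthenolide positive control wells; values of inactives mirror those of a sister screen read the other way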
An asterisk follows results filed as active; i = inactive; nt = no result given. These rows are one share of the data; count on the stated rates, not on these rows.

canonical_smiles,Rtt109 Vps75,V-ATPase pH,CAL PDZ FP-1,cardiac RTF act,Wnt bcat act,dFosB act,Tat export inh,CDK5 p35 inh,CAL PDZ FP-2,MITF TRPM1 HTS
OC12Oc3ccccc3C=C1N1CCC2CC1 (centres undefined),0,-11,-4.9,6,0,-16,4,-1.7,9,2
COC(=O)C1=C(c2ccc(F)cc2OCc2ccccc2)C[C@@H]2CC[C@H]1N2C(=O)NCc1ccccc1Br,7,0,-0.9,7,-5,-7,7,-1.5,-2,-11
COC(=O)C1(C(=O)O)Cc2cc([N+](=O)[O-])ccc2N2CCCC21 (centres undefined),nt,-1,-2.1,-3,0,-5,-9,-0.5,12,1
COc1ccc(C(=O)c2nc3ccccc3n2C(C)C)cc1,-6,-2,-0.4,-2,3,-1,2,0.6,-1,-2
CC1CCC/C=C/C2CC(O)CC2C(O)/C=C/C(=O)O1 (centres undefined),-3,-2,-1.8,4,-32,9,-7,-1.2,-4,-84
CC(=O)CCC(C)=O,-9,-2,-1.5,-2,2,-1,2,0.0,-5,-2
CCCCn1c(=O)c(C(=O)NCc2ccncc2)c(O)c2ccccc21,1,3,-1.2,14,nt,-51,-6,1.1,-1,-1
CC/C(=N\NC(=O)Nc1ccccc1)c1c(O)n(Cc2ccccc2)c(=O)[nH]c1=O,5,-2,-0.5,nt,2,-6,-6,-3.0,nt,nt
Cc1ccccc1N1CCN(Cc2ccc3c(c2)OCO3)CC1,4,-3,-0.8,-1,0,6,-7,1.2,-1,nt
COC(=O)C1=C(c2c(C)noc2C)C[C@@H]2CC[C@H]1N2C(=O)N1CCc2cc(OC)c(OC)cc2C1,1,0,-0.1,8,nt,-5,-4,0.8,-7,-5
c1ccc2c(NC3=NCCS3)cccc2c1,-10,-1,-0.6,0,nt,-4,-1,0.1,-5,9
COC(=O)C1=C(c2cccc(Cl)c2)C[C@@H]2CC[C@H]1N2C(=O)N1CCCC1,4,5,-0.6,1,-1,3,5,0.0,-2,1
CCOc1ccc(CNCCc2ccc3c(c2)OCO3)cc1,-1,-4,-1.2,-2,-1,-4,i,1.5,-3,nt
CCOC(=O)C1(Cc2ccc(Cl)cc2)CCN(C(C)CCn2cccn2)CC1 (centres undefined),-5,4,-0.9,2,-2,-3,8,-2.6,-6,0
Cc1cc(/C=C2\C(=O)NC(=O)N(c3cccc(Br)c3)C2=O)c(C)n1C,5,-4,0.2,12,-8,-3,-8,0.1,-1,-7
CC(C)N1CCN(Cc2c[nH]c3ccccc23)CC1CCO (centres undefined),13,0,-0.2,5,-1,4,0,0.4,-8,-21
O=c1c2ccccc2nc(CN2CCCCCC2)n1-c1ccc(F)cc1,0,0,-1.1,7,nt,-3,-8,-1.1,-6,-4
COC(=O)C1=C(c2ccc(F)cc2OCc2ccccc2)C[C@@H]2CC[C@H]1N2C(=O)N1CCC(C)CC1,8,-3,-0.3,0,nt,-8,9,0.2,0,3
CC(C)(C)c1ccc(O)c(CN2CCN(c3ccccc3)CC2)c1,-3,-4,-0.8,-4,-2,-2,-4,2.0,-3,1
COC(=O)C1=C(c2cc3ccccc3o2)C[C@@H]2CC[C@H]1N2C(=O)N1CCC(O)CC1,6,2,-1.4,2,-1,0,1,1.1,-4,0

Next section
canonical_smiles,Rtt109 Vps75,V-ATPase pH,CAL PDZ FP-1,cardiac RTF act,Wnt bcat act,dFosB act,Tat export inh,CDK5 p35 inh,CAL PDZ FP-2,MITF TRPM1 HTS
C[N+]1(C)C2CCC1CC(OC(=O)c1ccccc1)C2 (centres undefined),-6,-4,-1.7,-1,1,1,-3,0.3,11,-2
CC1CN(c2ccc([N+](=O)[O-])cc2Cl)CCN1 (centres undefined),-2,-2,1.3,15,0,-13,3,-0.2,0,6
CC(=O)N1CCN(CCN=Cc2c(O)n(-c3ccc(C)cc3)c(=S)[nH]c2=O)CC1,4,0,-1.4,-4,1,-2,0,0.5,3,0
O=C1NC(=O)C(=Cc2coc3ccccc3c2=O)C(=O)N1,nt,3,-2.4,11,0,-1,1,2.1,-2,-5
O=C(c1cc(F)ccc1F)C1CCCN(Cc2cccc(Cl)c2)C1 (centres undefined),3,-4,-0.3,2,-1,-4,0,1.0,nt,-8
C=CCn1c(O)c(C(CC)=Nc2ccc(N(C)C)cc2)c(=O)[nH]c1=O,0,7,0.1,nt,13,-8,-6,0.8,nt,nt
CN1C(=O)C(=Cc2ccc(Sc3ccccc3)o2)C(=O)N(C)C1=S,10,2,-0.4,1,0,-4,13,-16,-7,-7
O=c1c2ccccc2nc(/C=C/c2ccccc2)n1-c1ccccc1O,-8,-1,nt,2,-1,-12,6,-0.8,-2,-8
O=C(CCS(=O)(=O)c1ccc(Br)cc1)N1CCC2(CC1)OCCO2,3,-2,-1.9,1,nt,-2,4,1.1,nt,2
CC(=NCCN1CCCCC1)c1c(O)n(-c2ccccc2)c(=O)[nH]c1=O,-10,-4,-1.7,-2,-1,-5,0,-0.2,-5,-3
C[N+]1(C)[C@@H]2CC[C@H]1CC(OC(=O)C(c1ccccc1)c1ccccc1)C2 (some centres undefined),3,-1,-0.8,-6,0,-1,-2,0.4,15,0
O=C(CN1CCN(Cc2ccc(Cl)cc2)C1=O)N1CCC2(CC1)OCCO2,-2,-2,0.3,-1,nt,0,-1,-1.4,-13,-2
O=[N+]([O-])c1ccc(-c2ccccc2)c([As](=O)(O)O)c1,1,-4,0.4,0,0,5,25,0.7,nt,9
O=C(c1ccc(Cl)cc1)N1CCC2(CC1)OCCO2,8,-2,-1.6,-4,-1,4,2,-1.2,-5,-14
CCCCn1c(O)c(C(CC)=NCCN2CCOCC2)c(=O)[nH]c1=O,22,6,-0.2,-5,nt,-5,13,1.7,-2,5
CN1CCCN(c2ccc([N+](=O)[O-])nc2)CC1,4,-2,0.3,-2,1,0,-11,0.0,-7,1
CC1CN=C(NCCc2ccccc2)S1 (centres undefined),-13,8,-0.8,3,0,-7,-4,1.3,-1,-3
O=C1/C(=C\c2cc3c(cc2Br)OCO3)N2CCC1CC2,-9,6,-0.9,5,nt,3,14,-1.5,-2,-3
CC(C)c1c(CN(C)C(C)Cc2ccccc2)n(C)n(-c2ccccc2)c1=O (centres undefined),-4,3,-0.3,3,-2,-1,3,-0.2,1,-11
Cc1ccc(O)c(C(=O)c2cc(C(=O)NCc3ccccc3)c(=O)n(Cc3ccccc3)c2)c1,-7,-1,-1.2,-1,-3,-10,8,0.4,-8,0

Twelve entries out of the list, sorted by number of heavy atoms, smallest number first:
canonical_smiles,Rtt109 Vps75,V-ATPase pH,CAL PDZ FP-1,cardiac RTF act,Wnt bcat act,dFosB act,Tat export inh,CDK5 p35 inh,CAL PDZ FP-2,MITF TRPM1 HTS
CC1CN=C(NCCc2ccccc2)S1 (centres undefined),-13,8,-0.8,3,0,-7,-4,1.3,-1,-3
CC1CN(c2ccc([N+](=O)[O-])cc2Cl)CCN1 (centres undefined),-2,-2,1.3,15,0,-13,3,-0.2,0,6
C[N+]1(C)C2CCC1CC(OC(=O)c1ccccc1)C2 (centres undefined),-6,-4,-1.7,-1,1,1,-3,0.3,11,-2
O=C1/C(=C\c2cc3c(cc2Br)OCO3)N2CCC1CC2,-9,6,-0.9,5,nt,3,14,-1.5,-2,-3
O=C1NC(=O)C(=Cc2coc3ccccc3c2=O)C(=O)N1,nt,3,-2.4,11,0,-1,1,2.1,-2,-5
CN1C(=O)C(=Cc2ccc(Sc3ccccc3)o2)C(=O)N(C)C1=S,10,2,-0.4,1,0,-4,13,-16,-7,-7
CCCCn1c(O)c(C(CC)=NCCN2CCOCC2)c(=O)[nH]c1=O,22,6,-0.2,-5,nt,-5,13,1.7,-2,5
O=c1c2ccccc2nc(/C=C/c2ccccc2)n1-c1ccccc1O,-8,-1,nt,2,-1,-12,6,-0.8,-2,-8
O=C(CN1CCN(Cc2ccc(Cl)cc2)C1=O)N1CCC2(CC1)OCCO2,-2,-2,0.3,-1,nt,0,-1,-1.4,-13,-2
CC(C)c1c(CN(C)C(C)Cc2ccccc2)n(C)n(-c2ccccc2)c1=O (centres undefined),-4,3,-0.3,3,-2,-1,3,-0.2,1,-11
CC(=O)N1CCN(CCN=Cc2c(O)n(-c3ccc(C)cc3)c(=S)[nH]c2=O)CC1,4,0,-1.4,-4,1,-2,0,0.5,3,0
Cc1ccc(O)c(C(=O)c2cc(C(=O)NCc3ccccc3)c(=O)n(Cc3ccccc3)c2)c1,-7,-1,-1.2,-1,-3,-10,8,0.4,-8,0

(list continues)
canonical_smiles,Rtt109 Vps75,V-ATPase pH,CAL PDZ FP-1,cardiac RTF act,Wnt bcat act,dFosB act,Tat export inh,CDK5 p35 inh,CAL PDZ FP-2,MITF TRPM1 HTS
FC(F)(F)/C(=N\P(=S)(N1CCOCC1)N1CCOCC1)N1CCOCC1,2,1,-1.2,1,1,3,-1,-1.4,0,21
Cc1cccc(CNCCc2ccccc2)n1,-14,-2,0.5,0,-2,6,9,-1.4,nt,-3
COc1ccc2c(c1)NP(=S)(Oc1ccccc1)N2 (centres undefined),4,-3,-0.6,-5,12,-3,9,1.9,-3,1
CN1C(=O)/C(=C\c2ccc(N3CCCCC3)o2)C(=O)NC1=S,-1,-1,-0.2,55*,50*,5,-2,-0.3,3,nt
CCOC(=O)C1(CCOc2ccccc2)CCN(Cc2cccc(O)c2)CC1,-1,1,nt,-1,-3,-6,-3,0.3,-1,-5
CCn1c(O)c(C=NCCN2CCOCC2)c(=O)n(CC)c1=S,-1,0,-0.2,10,0,-2,-5,1.2,nt,nt
CCOc1ccc(N=C2SCCCN2C)cc1,4,0,0.4,-6,-5,-3,-3,-1.9,1,nt
COc1ccc2c3c1OC1C(O)C=CC4[C@@H](C2)N(C)CC[C@]314 (some centres undefined),0,1,0.1,4,3,-2,0,-0.8,2,-2
COc1ccccc1OCC(=O)N1CCCC(N2CCN(c3ccc(F)cc3)CC2)C1 (centres undefined),-5,-1,0.3,2,4,1,4,1.1,-2,10
